From PubChem
CCR6 antag = CCR6 receptor antagonists, primary screen, cell-based, CHO-K1, luminescence, beta-arrestin, uHTS; CHO-K1 CCR6 PathHunter beta-arrestin, CCL20-stimulated; inhibition, % at 20 µM; 340,000 compounds, 0.49% hits; AID 493098, 2011;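 active means compounds whose inhibition of the agonist-driven luminescence signal at 20 µM reaches about 50%, limit read from the data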;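 further: cells stimulated with CCL20 at 14 nM final; plate controls were DMSO with CCL20 for no effect and DMSO without agonist for full effect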
Target sequence (P51684 whole entry, looked up): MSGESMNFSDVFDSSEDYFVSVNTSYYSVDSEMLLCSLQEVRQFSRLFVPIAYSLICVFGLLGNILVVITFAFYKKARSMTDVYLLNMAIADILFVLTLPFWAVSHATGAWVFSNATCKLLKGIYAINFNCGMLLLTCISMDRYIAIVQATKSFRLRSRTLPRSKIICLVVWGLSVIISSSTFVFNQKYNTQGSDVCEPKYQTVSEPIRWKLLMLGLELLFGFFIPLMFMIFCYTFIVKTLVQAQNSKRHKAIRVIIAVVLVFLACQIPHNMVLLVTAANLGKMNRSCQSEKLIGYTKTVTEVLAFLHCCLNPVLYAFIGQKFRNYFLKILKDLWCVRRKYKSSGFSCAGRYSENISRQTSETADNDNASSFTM
MPTP inh = mitochondrial permeability transition pore inhibitors, primary screen, biochemical, isolated mouse mitochondria, absorbance. Ca2+ swelling absorbance, 30 min. inhibition, % at 10 µM. 360,000 compounds, 1.4% hits;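 active means inhibition of 50% or more, scaled per plate between neutral and stimulator controls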;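 further: 0% = DMSO wells given calcium and 100% = 1 mM EGTA wells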
A3A deaminase = APOBEC3A ssDNA deaminase inhibitors, primary screen, selectivity assay for APOBEC3G inhibitor project, biochemical, FAM/TAMRA oligo cleavage fluorescence; inhibition, % at 20 µM; DNA dC->dU-editing enzyme APOBEC-3A (Homo sapiens), P31941; 330,000 compounds, 0.41% hits; recombinant A3A, FAM/TAMRA ssDNA deamination fluorescence; AID 493011, 2011;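 active means at least 40% inhibition at 20 µM here, with at most 30% in a related deaminase screen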;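 further: plate controls were A3A with DMSO for no effect and wells lacking A3A enzyme for full effect; some results filed as inactive read as strong as hits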
Target sequence (P31941 whole entry, looked up): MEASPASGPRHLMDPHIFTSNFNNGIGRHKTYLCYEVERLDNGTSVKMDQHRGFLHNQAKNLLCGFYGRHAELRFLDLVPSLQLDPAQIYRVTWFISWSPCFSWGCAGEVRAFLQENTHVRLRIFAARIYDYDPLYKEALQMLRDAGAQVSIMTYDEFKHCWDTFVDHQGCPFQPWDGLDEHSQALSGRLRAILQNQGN
CXCR6 block = CXCR6 receptor inhibitors, primary screen, cell-based, beta-arrestin, luminescence, CHO-K1 PathHunter, 1536-well | inhibition, % at 20 µM | AID 602244, 2012 | C-X-C chemokine receptor type 6 (Homo sapiens), O00574 | 360,000 compounds, 0.36% hits; in the data active means inhibition above about 34%, passing the limit was not always enough;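 further: antagonist mode with CXCL16 agonist at 10 nM final; 0% = 10 nM CXCL16 with DMSO and 100% = unstimulated wells without agonist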
GRIN3A LBD mod = binders of NR3A ligand-binding domain, primary screen, biophysical, differential scanning fluorimetry, uHTS | Glutamate receptor ionotropic, NMDA 3A (GRIN3A) ligand-binding domain | NR3A LBD differential scanning fluorimetry, Tm shift; 0% = protein alone, 100% = glycine-bound protein | Tm shift relative to glycine control, % at 25 µM | 340,000 compounds, 2.5% hits;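 active means melting temperature shift of at least 10% of the positive control shift, at one fixed dose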
Gli-Sufu antag = Gli-Sufu pathway antagonists, primary screen, luciferase luminescence, Sufu-KO-LIGHT cells, uHTS; Sufu-KO-LIGHT fibroblasts, Gli luciferase reporter luminescence; inhibition, % at 5 µM; 340,000 compounds, 0.74% hits;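 active means inhibition above about 55%, limit read from the data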;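 further: 0% = DMSO-treated cells and 100% = wells with medium but no cells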
APOBEC3G inh = APOBEC3G DNA deaminase inhibitors, primary screen, biochemical, fluorescence, single-stranded DNA substrate, uHTS. inhibition, % at 20 µM. DNA dC->dU-editing enzyme APOBEC-3G (Homo sapiens), Q9HC16. recombinant A3G, ssDNA deamination FAM/TAMRA fluorescence. 330,000 compounds, 0.28% hits;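 active means inhibition of at least 40% at 20 µM, with no more than 30% in the related APOBEC3A deaminase screen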;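 further: plate controls were DMSO wells with A3G for no effect and wells lacking A3G enzyme for full effect; some compounds called inactive have numbers as strong as hits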
Target sequence (Q9HC16 whole entry, looked up): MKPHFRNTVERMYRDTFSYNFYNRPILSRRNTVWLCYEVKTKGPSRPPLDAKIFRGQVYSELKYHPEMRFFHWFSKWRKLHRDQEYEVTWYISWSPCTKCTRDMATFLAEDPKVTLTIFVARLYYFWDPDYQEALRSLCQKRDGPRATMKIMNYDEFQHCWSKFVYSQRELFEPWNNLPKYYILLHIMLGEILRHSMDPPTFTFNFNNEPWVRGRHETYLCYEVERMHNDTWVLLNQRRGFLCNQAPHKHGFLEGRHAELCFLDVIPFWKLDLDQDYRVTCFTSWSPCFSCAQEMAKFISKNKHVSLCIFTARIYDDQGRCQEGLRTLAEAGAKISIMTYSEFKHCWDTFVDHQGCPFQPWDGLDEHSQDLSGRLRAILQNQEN
EBI2 antag = EBI2 receptor antagonists, beta-arrestin recruitment, primary screen, cell-based, luminescence, 7a,25-OHC stimulation, uHTS; G-protein coupled receptor 183 (Homo sapiens), P32249; 7a,25-OHC stimulated; inhibition, % at 5 µM; 360,000 compounds, 0.81% hits; AID 651636, 2012; in the data active means inhibition above about 38%;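 further: enzyme fragment complementation signal reports receptor beta-arrestin coupling in cells; 0% = agonist plus DMSO wells and 100% = wells without agonist; some results beyond the cut were filed as inactive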
* marks the source's active call; other numbers are inactive results; nt = no result given.

cpd	SMILES	CCR6 antag	MPTP inh	A3A deaminase	CXCR6 block	GRIN3A LBD mod	Gli-Sufu antag	APOBEC3G inh	EBI2 antag
1	CC1=NN(C(=O)CCc2ccccc2O)C(O)(C(F)(F)F)C1 (centres undefined)	1	-1.1	55*	-3	-2	6	10	-4
2	CC(C)CCC1=NN(C(=O)c2ccco2)C(O)(C(F)(F)F)C1 (centres undefined)	5	-0.9	-3	-4	-1	4	-6	-8
3	Cc1cn([C@H]2C[C@H](N=[N+]=[N-])[C@@H](CO)O2)c(=O)[nH]c1=O	-11	-1.5	-2	-2	-7	-13	-8	6
4	CC(C)CCn1c(Cl)nc2c1c(=O)n(C)c(=O)n2C	14	2.5	0	1	-3	-5	-5	-1
5	CCOC(=O)c1c(S(=O)(=O)Nc2ccc(F)cc2C)c(C)n(C)c1C	20	-1.1	-2	5	0	12	0	6
6	COc1ccc(C)cc1NCc1ccc(OC)c(C)c1OC	7	1.4	-4	-1	0	3	-8	3
7	O=C(NCCc1ccccc1)C(=O)Nc1ccc2c(c1)OCCO2	-1	0.6	-4	1	-1	-20	-17	-4
8	Cc1ccc(-c2nnn(CC(=O)NCCC3=CCCCC3)n2)cc1	4	2.1	-2	-3	0	-2	-4	8
9	Cc1ccccc1Cc1c(C)nc2nc(SCC(=O)NCCCN3CCCC3)nn2c1C	-6	-1.6	3	14	-3	30	1	8
10	CN(Cc1ccccc1)C(=O)CSc1nc2c(c(C(F)(F)F)n1)CCc1ccccc1-2	0	3.5	-3	11	3	29	-6	19
11	COc1ccc2[nH]c(O)c(NC(C)=O)c2c1	-2	-1.9	5	-15	2	0	1	1
12	COc1ccc(C=C2SC(=O)NC2=O)cc1OC	11	-1.1	nt	5	16*	-38	nt	-4
13	COCCCNC(=O)CSC1=Nc2ccccc2C2=NC(CC(=O)NCc3ccccc3)C(=O)N12 (centres undefined)	-9	-0.7	0	-7	1	2	-6	10
14	COc1cc(-c2c(C#N)c(N)nc3c2c(C)nn3-c2ccc(C)c(C)c2)cc(OC)c1OC	6	3.5	-5	-8	-7	12	-5	30
15	Nc1ccc2c(c1)C(=O)c1ccccc1C2=O	9	0.3	2	-4	1	-56	-4	1
16	Oc1ccc(N2CCN(C(c3cccnc3)c3nnnn3Cc3ccccc3)CC2)cc1 (centres undefined)	-9	-1.4	30	-5	2	18	12	0
17	O=C(NCCNC(=O)c1ccccc1O)c1ccccc1O	13	8.9	-6	-4	2	31	-4	5
18	COc1cc2nc(CN3CCN(S(=O)(=O)c4ccc(Cl)cc4)CC3)[nH]c(=O)c2cc1OC	5	-0.5	1	8	0	19	-4	56*
19	Cc1cc(C(=O)Nc2ccc(S(=O)(=O)N3CCCC3)cc2)cs1	7	0.2	-1	2	1	-3	-5	-1
20	CCOC(=O)Cn1c(=NC(=O)c2sc3ccccc3c2Cl)sc2cc(S(N)(=O)=O)ccc21	-5	3.5	nt	11	3	9	nt	-1
21	Cc1ccc(C(C(=O)NC2CCCCC2)N(CC2CCCO2)C(=O)CNC(=O)c2ccco2)cc1 (centres undefined)	-1	2.3	1	-4	1	1	-2	-3
22	CCCCCCN=C1CC(C)(C)CC(=O)/C1=C(/O)CCC	27	12	0	1	-4	4	-2	18
23	COc1cc2c(cc1OC)C(c1ccccc1)CC2=O (centres undefined)	-4	3.1	-2	6	0	3	-9	14
24	O=C(/C=C/Nc1ccc(S(=O)(=O)Nc2cnc3ccccc3n2)cc1)c1ccccc1	13	1.5	-4	-14	-1	5	-4	-5
25	O=C(NCc1ccco1)c1ccccc1Br	2	-1.5	-1	5	6	0	-2	-2

Further structures.
cpd	SMILES	CCR6 antag	MPTP inh	A3A deaminase	CXCR6 block	GRIN3A LBD mod	Gli-Sufu antag	APOBEC3G inh	EBI2 antag
26	O=C(O)c1cccc(S(=O)(=O)Nc2ccc3oc(=O)sc3c2)c1	6	5.4	0	3	3	6	2	-3
27	COc1ccc(CCNC(=O)COC(=O)C2CC2C)cc1OC (centres undefined)	4	-0.5	-2	-1	1	-9	-12	-2
28	COc1cccc(C(=O)Nc2cc3c4c(c2)CC(=O)N4CCC3)c1	17	1.6	11	1	2	-18	8	3
29	CCN(CC)S(=O)(=O)c1cccc(C(=O)NC(C(=O)NC2=NCCS2)C(C)C)c1 (centres undefined)	3	-1.4	-4	5	1	-5	-7	11
30	CSc1ccc(S(=O)(=O)NCC(=O)OC2CCOC2=O)cc1[N+](=O)[O-] (centres undefined)	13	-2.2	-1	10	0	-4	-10	2
31	O=S(=O)(NCc1ccco1)c1cccc(S(=O)(=O)N2CCOCC2)c1	-28	12	-3	3	2	1	-6	-5
32	CCOC(=O)c1sc(NC(=O)CSc2nnc(C(C)C)n2CC)nc1C	3	-0.8	0	10	-3	-32	-2	4
33	CCCCCCC1NC(C(=O)O)CS1 (centres undefined)	12	-3.8	5	0	-1	7	-1	-9
34	COCCOC(=O)c1c(C)oc2ccc(NS(=O)(=O)c3ccccc3)cc12	8	2.9	-4	6	-1	2	-10	11
35	C#CCOCCOCCOCCNc1nc(N2CCN(C(=O)CCCCCCCCCCNC(=O)[C@H](CCC(=O)O)n3cc(CCCCCN)nn3)CC2)nc(N2CCN(C(=O)CCCCCCCCCCNC(=O)[C@@H]([C@H](C)O)n3cc(C)nn3)CC2)n1	-1	-2.5	-1	1	-3	-3	-3	-4
36	COc1ccc(C2(C(=O)c3ccccc3)C(=O)c3ccccc3C2=O)cc1	19	0.7	0	4	2	-33	-1	-2
37	O=C(CCCNS(=O)(=O)c1cccs1)N1CCN(c2ccc(F)cc2)CC1	10	0.2	-4	-2	-2	8	-4	-8
38	COC(=O)/C=C1/SC(=NC(=O)c2ccccc2)NC1=O	0	-1.0	2	-4	-8	-2	2	-7
39	COc1ccc(C(=O)Nc2ccc(S(=O)(=O)Nc3cnc4ccccc4n3)cc2)cc1	2	0.1	1	8	-1	10	-4	0
40	COc1ccc(N2CCC(CNC(=O)Nc3ccc(OC)cc3OC)C2)cc1 (centres undefined)	-4	0.2	0	7	8	1	8	-5
41	COCCN(CCOC)S(=O)(=O)c1ccc(C(=O)Nc2ccc([N+](=O)[O-])cc2OC)cc1	4	-0.6	5	-8	1	1	-2	8
42	COc1ccccc1-n1c2nc3ccccc3nc2c2c(=O)n(-c3cc(C)cc(C)c3)cnc21	0	0.0	-2	5	-2	-6	-4	39
43	O=C(O)CN1C(=O)C(=O)N(Cc2ccc(Cl)cc2Cl)C1=O	-4	-0.6	1	3	-2	9	-1	-1
44	CC(O)CNC1c2ccccc2CC1O (centres undefined)	-3	-1.4	nt	6	-1	4	nt	-7
45	COc1ccc(C(CC(=O)O)NC(=O)COc2ccccc2)cc1 (centres undefined)	-7	-3.0	-1	-2	3	53	-5	-21
46	COCCn1nnnc1C(C(C)C)N1CCC(Cc2ccccc2)CC1 (centres undefined)	-1	0.4	1	0	2	-20	-6	-2
47	CC(NC(=O)c1cccs1)C(S)c1ccccc1 (centres undefined)	10	3.2	nt	7	1	-17	nt	-26
48	Nc1nnc(SCc2ccccc2Cl)s1	-15	-1.5	-3	5	2	-9	-5	-7
49	O=[N+]([O-])c1ccccc1/C=C/C=N/n1c(-c2ccco2)n[nH]c1=S	14	0.9	-2	1	0	0	28	-7
50	Cc1cccc(-n2ncc3c(N4CC(C)CC(C)C4)ncnc32)c1 (centres undefined)	0	1.7	-5	-8	-2	-106	-8	3

Other results follow:
cpd	SMILES	CCR6 antag	MPTP inh	A3A deaminase	CXCR6 block	GRIN3A LBD mod	Gli-Sufu antag	APOBEC3G inh	EBI2 antag
51	O=C(OCc1cc2ccccc2[nH]c1=O)c1cccc([N+](=O)[O-])c1	5	2.3	2	-8	2	11	-5	-1
52	CCCc1ccc(OCC(=O)NNC(=S)NC(=O)c2ccco2)cc1	42	2.8	-4	24	-9	-2	7	-2
53	Cc1ccc(C2C(C#N)=C(N)Oc3nc(-c4ccccc4)[nH]c32)o1 (centres undefined)	-18	-6.9	-5	-9	-4	0	-8	-19
54	Cn1c(=O)c2c(nc(Oc3ccc(-c4ccccc4)cc3)n2C)n(C)c1=O	4	0.7	-3	0	nt	6	-11	0
55	COc1ccc(C)cc1Nc1ccc(C(=O)O)cc1[N+](=O)[O-]	31	0.1	2	36	-1	1	-3	5
56	O=C(N/N=C\c1cn[nH]c1-c1ccc(Cl)cc1)c1cccs1	6	0.4	4	2	-8	0	-3	-26
57	Cc1[nH]c(=S)[nH]c(=O)c1Cc1ccccc1	-1	-1.1	9	-3	3	-7	-6	-18
58	Cc1ccc(S(=O)(=O)N2CCN(C(=O)N3CCOCC3)C2c2ccc(N(C)C)cc2)cc1 (centres undefined)	9	-0.5	-3	3	2	6	-4	7
59	O=C(Nc1ccccc1Cl)Nc1ccnn1C1CCN(C(=O)CCN2CCCO2)CC1	-1	0.3	1	-2	-1	-2	-1	-14
60	C#CCOCCOCCOCCNc1nc(N2CCOCC2)nc(N2CCN(C(=O)CCCCCCCCCCNC(=O)Cn3cc(CCCCCN)nn3)CC2)n1	17	0.0	-1	3	1	-6	-7	-3
61	c1nnc(NC2=NCCCCC2)s1	-4	0.4	2	4	0	-9	-1	4
62	CS(=O)(=O)N(CC(=O)NCc1ccco1)c1ccccc1Cl	-13	2.0	-1	0	-2	-2	-10	-9
63	Cn1nc2c3ccccc3n(Cc3ccc(F)cc3)c2nc1=S	13	3.9	0	7	3	14	-2	9
64	CO/N=C/c1ccc(OC)c(Oc2nc(OC)cc(OC)n2)c1	6	-1.9	0	8	-1	2	-2	4
